TAAR1 agonist = agonists of human TAAR1; Q96RJ0; CHO RD-HGA16 TAAR1, Fluo-8 calcium fluorescence; vehicle wells 0%, saturating PEA agonist 100%; activation, % at 3 µM; 360,000 tested, 0.99% active;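 active = activation above the mean activation of all test compounds in the run plus 3 SD, cut at about 38% in these data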
Target sequence (Q96RJ0 whole entry, looked up): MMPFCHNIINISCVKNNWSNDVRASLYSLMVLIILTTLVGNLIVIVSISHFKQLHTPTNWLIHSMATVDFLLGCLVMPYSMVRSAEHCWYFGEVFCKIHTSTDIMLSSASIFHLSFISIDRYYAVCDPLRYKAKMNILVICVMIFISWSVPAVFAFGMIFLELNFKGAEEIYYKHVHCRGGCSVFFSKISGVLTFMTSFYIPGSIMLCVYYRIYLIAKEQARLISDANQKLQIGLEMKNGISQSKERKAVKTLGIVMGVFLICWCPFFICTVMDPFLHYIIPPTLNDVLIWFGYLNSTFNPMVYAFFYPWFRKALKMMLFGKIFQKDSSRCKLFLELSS
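test system = CHO RD-HGA16 cells carrying human TAAR1 plus Gα16 | schedule = 17-24 h seeding, 75 min 37 °C dye, 30 min RT | compound dosing = 3 µM single concentration | control set = DMSO and PEA EC100 | replicates = n 1 | signal = Fluo-8 fluorescence, 5 s baseline then 140 s kinetic read | measure = percent activation vs PEA EC100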
M5 antag = blocks acetylcholine activation of human M5 receptor | 360,000 tested, 0.59% active | inhibition, % at 3 µM | CHO-hM5 cells, Fluo-8 calcium fluorescence, ACh EC80;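 active = inhibition above a per-plate cutoff, the mean of that plate's test compounds plus 3 SD, cut at about 27% in these data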;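 note: 0% = acetylcholine EC80 with DMSO and 100% = DMSO without agonist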
M1 ag = activates human CHRM1 receptor; P11229; AID 588814; 360,000 tested, 0.33% active; CHO-K1 hM1, Fluo-8 calcium fluorescence, agonist mode; 0% DMSO, 100% acetylcholine EC100; activation, % at 3 µM;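 active = activation above the run's mean compound activation plus 3 SD, cut at about 16% in these data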;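 note: peak over basal fluorescence ratio within a 140 s kinetic read after compound addition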
Target sequence (P11229 whole entry, looked up): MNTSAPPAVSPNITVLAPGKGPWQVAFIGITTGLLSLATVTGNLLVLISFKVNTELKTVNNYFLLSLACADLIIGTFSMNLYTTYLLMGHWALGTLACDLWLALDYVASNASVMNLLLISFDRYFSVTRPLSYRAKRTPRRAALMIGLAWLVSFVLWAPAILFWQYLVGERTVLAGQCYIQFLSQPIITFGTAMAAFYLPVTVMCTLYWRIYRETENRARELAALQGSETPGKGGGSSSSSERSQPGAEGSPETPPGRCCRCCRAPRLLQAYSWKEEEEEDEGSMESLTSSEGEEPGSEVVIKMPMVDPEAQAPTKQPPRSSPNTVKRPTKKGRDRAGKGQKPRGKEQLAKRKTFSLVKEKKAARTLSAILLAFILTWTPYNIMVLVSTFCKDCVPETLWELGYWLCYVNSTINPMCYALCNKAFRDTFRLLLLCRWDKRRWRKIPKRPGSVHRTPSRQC
CHRM5 PAM = positive allosteric modulators of human muscarinic M5 receptor | activation, % at 3 µM | 360,000 tested, 0.3% active | P08912 | CHO-K1 hM5, Fluo-8 calcium, ACh EC20 PAM; 0% = ACh EC20, 100% = ACh EC100 | AID 624038;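 active = activation above the run cutoff, the mean activation of all test compounds plus 3 SD, cut at about 18% in these data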
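system = human M5 receptor in CHO-K1 cells | compound = one concentration, 3 µM final (nominal) | schedule = Post-acetylcholine fluorescence recording 140 s | signal = Fluo-8 calcium dye fluorescence, kinetic read | benchmarks = low control EC20 acetylcholine (0%), high control EC100 acetylcholine (100%) | repeats = singlicate, one well per test compound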
CHRM5 agonist = CHRM5 agonism in calcium assay; CHO-K1 hM5 cells, Fluo-8 calcium fluorescence; 0% DMSO wells, 100% maximal acetylcholine response; P08912; 360,000 tested, 0.19% active; activation, % at 3 µM; AID 624037;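 active = activation above the run's mean over test compounds plus 3 SD, cut at about 23% in these data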;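 note: signal is peak over basal fluorescence ratio across the kinetic read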
CHRM1 PAM = human CHRM1 positive allosteric modulation. CHO-K1 hM1, Fluo-8 calcium fluorescence, ACh EC20; 0% = ACh EC20, 100% = maximal ACh. activation, % at 3 µM. P11229. 360,000 tested, 0.088% active; in the data active = activation above about 19%, passing the limit was not always enough
CHRM1 antagonist = blocks human M1 muscarinic receptor; CHO-K1 hM1, Fluo-8 calcium fluorescence, ACh EC80 antagonist; P11229; AID 588852; 360,000 tested, 1.3% active; inhibition, % at 3 µM;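 active = percent inhibition above its own plate's cutoff, namely the mean of that plate's compound wells plus 3 SD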;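 note: peak over basal fluorescence ratio during 140 s after agonist addition; 0% = ACh EC80 plus DMSO and 100% = DMSO alone without agonist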
CHRM4 antagonist = blocks acetylcholine activation of human M4 receptor. P08173. CHO-hM4 cells, ACh EC80, Fluo-8 calcium fluorescence. inhibition, % at 3 µM. 360,000 tested, 0.73% active;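 active = inhibition above its plate's cutoff, the mean inhibition of sample wells plus 3 SD, cut at about 27% in these data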;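 note: 0% = acetylcholine EC80 with DMSO and 100% = DMSO without agonist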
M4 ag = agonists of human muscarinic M4 receptor (CHRM4) | P08173 | CHO-K1 hM4/Gqi5, Fluo-8 calcium fluorescence; vehicle 0%, full acetylcholine response 100% | activation, % at 3 µM | 360,000 tested, 0.14% active | AID 624127;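 active = activation above the run mean over all test wells plus 3 SD, cut at about 32% in these data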;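 note: peak over basal fluorescence ratio per well then scaled between controls; 0% = DMSO wells and 100% = acetylcholine at EC100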
* hit, by the source's call; . = no result given. A portion of the library; count on the stated rates, not on these rows.

SMILES	TAAR1 agonist	M5 antag	M1 ag	CHRM5 PAM	CHRM5 agonist	CHRM1 PAM	CHRM1 antagonist	CHRM4 antagonist	M4 ag
CCN(CC(=O)Nc1ccc2c(c1)OCCO2)C(=O)CSCC(=O)Nc1ccc(C)cc1	0	2	-5	6	-1	-4	10	0	1
CCc1c(C)nc(N)n2c(SCC(=O)Nc3ccccc3)nnc12	2	1	-3	-3	0	4	-3	13	1
Cc1nnc(SCC(=O)Nn2cnnc2)s1	0	-5	2	2	0	5	-17	-1	0
COCCN(C(=O)COC(=O)CCn1c(C)csc1=O)c1c(N)n(Cc2ccccc2)c(=O)[nH]c1=O	1	0	4	3	3	18	-9	-3	1
COc1ccccc1NS(=O)(=O)c1cc(NC(=O)COc2ccccc2)ccc1N1CCOCC1	3	16	-4	3	1	-3	6	2	7
Cc1ccc(/C=C(\C#N)c2nn(-c3ccccc3)c(N)c2C#N)cc1	1	-10	-4	0	-1	7	-9	-7	5
CC(=O)NC(=S)Nc1ccc(-c2nc3ccc(C)cc3s2)cc1	23	-4	-3	1	2	10	-6	-6	1
NC(=O)CCn1nc(-c2ccccc2)c2ccccc2c1=O	8	8	-2	-1	-2	-7	17	0	1
O=C(O)CC(CNS(=O)(=O)c1ccccc1)c1ccccc1 (stereo unspecified)	1	-1	-1	-5	-1	4	-9	-23	0
O=C(CCC(=O)c1ccccc1)NCc1ccccc1	-2	6	-4	5	0	1	-2	-7	0
CC(/C=N/Nc1ccc2nncn2n1)=C\c1ccccc1	26	-2	2	-10	-1	-3	-5	-18	6
CCOc1ccc(N(CC(=O)Nc2ccc(Cl)cc2)S(C)(=O)=O)cc1	3	18	-1	-3	-3	4	-12	-13	5
CC(=O)CC1N(S(=O)(=O)c2ccc(C)cc2)c2ccccc2N1S(=O)(=O)c1ccc(C)cc1	3	-8	.	-4	-3	.	.	-20	0
COc1ccc(Nc2nc(C)cc(=O)[nH]2)cc1	2	-2	-1	2	-5	2	2	10	0
CCOC(=O)C1=C(Cc2ccc(OC)cc2)C(=O)c2ccccc2C1=O	.	19	8	-10	16	-9	36*	25	17
COc1ccc(C(=O)Nc2cccc(C)c2)cc1S(=O)(=O)N1CCOCC1	8	12	-5	-10	2	4	-3	-14	7
CCN(CC)C(=O)CSc1ncnc2c1cnn2-c1ccccc1	4	9	-2	-6	-9	2	1	1	3
C=CCNC(=O)c1ccccc1NC(=O)c1cccc2ccccc12	12	6	-1	-14	-4	1	2	-6	9
Cc1ccc(C)c(NC(=O)c2ccccc2NC(=O)C2CCCO2)c1 (stereo unspecified)	1	-8	-7	5	-2	4	-2	0	1
CN1C[C@@H]2[C@@H]3C(=O)N(Cc4ccccc4)C(=O)[C@@H]3[C@](Cc3ccccc3)(C1=O)N2C(=O)c1ccc(C(F)(F)F)cc1	6	-2	-2	6	-1	3	-6	-9	8
Cc1nn(Cc2ccccc2)c(Cl)c1/C=N/NC(=O)CNc1cccc(C(F)(F)F)c1	6	4	-7	-5	0	-5	3	8	0
O=C1NC(c2ccccc2)=NC1(Nc1ccccn1)C(F)(F)F (stereo unspecified)	1	0	-6	7	0	5	-10	-5	2
Cn1c(=O)c2c(nc(Oc3ccccc3N)n2C)n(C)c1=O	12	8	9	0	0	8	-12	7	1
O=C(NNC(=O)C1CCN(Cc2cccc(F)c2)CC1)c1cccs1	9	8	-7	0	-5	0	7	-11	0
O=C(Nc1ccc(Cl)cc1Cl)c1ccc2c(=O)n3c(nc2c1)CCC3	2	4	-1	5	1	-2	12	-7	5
CC(=O)c1cccc(NC(=O)CSc2ccc(-c3sc(C)nc3C)nn2)c1	6	4	-1	-10	1	10	-14	1	11
C=CCOc1cccc(/C=N/NC(=O)CN2CCCCC2)c1	1	-6	-9	6	-3	-4	2	4	1
Cc1ccc(N(Cc2ccc([N+](=O)[O-])cc2)C(=O)c2ccco2)cc1	7	-3	-2	-1	-7	6	-15	2	-2
CS(=O)(=O)Nc1ccc(C(=O)N2CCCC2)cc1	9	-1	-5	-2	2	11	-13	5	0
Cn1cc(S(=O)(=O)NC[C@H]2O[C@@H](n3ccc(=O)[nH]c3=O)[C@H](O)[C@@H]2O)cn1	1	-5	-4	6	0	5	-2	-1	0
COc1cc(O)c(C(CC(=O)N2CCCC(C)C2)c2ccc3c(c2)OCO3)c(OC)c1 (stereo unspecified)	10	-4	-6	7	-7	6	9	-6	1
Cc1cc2occ(CC(=O)N(C)CC(=O)Nc3c(C)cccc3C)c2cc1C	2	4	-1	1	0	7	7	-2	4
CCOC(=O)C1(C)NC(c2ccco2)C2C(=O)N(C)C(=O)C21 (stereo unspecified)	10	-5	-3	3	0	6	0	1	0
COc1ccc(-c2cc(=O)c3cc(OC)c(OC)cc3[nH]2)cc1	5	-6	-3	13	7	5	6	-5	0
Cc1ccc(OCc2cc(C(=O)N3CCCCCCC3)no2)cc1C	1	3	-3	-1	-5	-3	3	4	1
CCc1ccc(NC(=O)C2CCN(S(=O)(=O)c3cccs3)CC2)cc1	4	10	-2	-1	0	4	-2	8	13
CCc1nnc(NC(=O)CSc2ccc(Cl)cc2)s1	2	3	-2	5	0	9	-6	0	0
Cc1cc(-c2ccccc2)nc(Nc2nc3c(C)cccc3c(=O)[nH]2)n1	0	1	-4	5	-2	10	-12	-4	2
Fc1ccc(Nc2c(-c3ccco3)nc3ccccn23)cc1	0	8	-9	-11	-1	9	-10	-5	1
COc1ccc(NCc2nn(CC(=O)c3ccc(Br)cc3)c3[n+]2CCCCC3)cc1	2	10	-9	-6	-10	-3	3	5	1
COC(=O)/C=C1\N/C(=N/c2nc(C)c3cc(OC)ccc3n2)NC1=O	.	0	-4	3	7	2	-3	8	0
O=C(NCc1ccccn1)C(=O)Nc1cc2c3c(c1)CC(=O)N3CCC2	1	-6	-3	-3	-2	3	-6	-11	0
Fc1ccc(-c2nc3c(Cl)cc(C(F)(F)F)cn3c2Cc2ccccc2)cc1	-1	-7	-2	-4	4	5	-11	-8	1
CN(CC(=O)NCc1ccco1)C(=O)C1CC(=O)N(c2ccc3c(c2)OCCO3)C1 (stereo unspecified)	4	-7	2	2	0	28*	-21	-15	1
Cc1nnc(SCc2ccccc2)nc1/C=C/NOCc1ccc(Cl)cc1Cl	4	-2	1	-6	-4	-9	-1	5	0
Cc1cc(NC(=O)c2ccco2)ccc1NC(=O)Cc1cccs1	1	5	0	0	1	5	-6	7	1
Cc1ccc(/C=N/NC(=O)Cc2ccc(O)cc2)s1	3	-4	2	3	-2	13	-13	-8	2
Brc1ccc(Oc2nsnc2N2CCOCC2)cc1	16	-1	-3	-2	0	5	3	18	-1
O=C(N1CCN(c2ccccc2F)CC1)C1(S(=O)(=O)c2ccc(Cl)cc2)CC1	1	10	-3	-3	-3	8	-11	-6	2
CN(C)c1ccc(C(=O)OCC(=O)NC2CCCCCC2)cc1	1	7	-5	1	1	0	4	-1	-1
The listing continues.
SMILES	TAAR1 agonist	M5 antag	M1 ag	CHRM5 PAM	CHRM5 agonist	CHRM1 PAM	CHRM1 antagonist	CHRM4 antagonist	M4 ag
Cc1cccnc1NC(=O)CN1C(=O)COc2ccc(Cl)cc21	4	-2	0	2	2	1	-5	-8	3
Cc1ccc(OC(=O)COc2ccccc2)c(-n2nc3ccccc3n2)c1	3	-2	-4	1	-3	3	-20	-4	0
Clc1ccc(Cn2c(/C=C/c3ccco3)nc3ccccc32)cc1	-1	3	-9	0	-3	7	-7	-2	1
CC(=O)Nc1ccc(NC(=O)c2cccc(-c3cc4ccccc4oc3=O)c2)cc1	4	3	-5	-1	-1	-1	10	1	2
CC(=O)NCCc1nc2cc(NC(=O)Nc3ccccc3)ccc2n1C	8	0	-3	13	-1	10	-6	-16	1
Cc1ccccc1-n1c(SCC(=O)N/N=C/c2sccc2C)nc2ccccc2c1=O	0	-3	-4	-1	-2	11	-12	-2	1
O=C1NC[C@H](Cc2ccccc2)N(CC2CCN(CCc3ccccc3)CC2)C1=O	0	11	-6	-3	-2	-1	-2	6	1
Fc1ccc2[nH]c3c(c2c1)CN(C(=S)NCc1ccccc1)CC3	0	11	9	0	1	10	-10	-3	5
O=C1/C(=C\c2ccccc2)SC(=S)N1CCC(=O)N1CCCCC1CCO (stereo unspecified)	7	14	0	-9	0	-10	13	-6	12
Cc1cccc(C(=O)NNC(=S)NC(=O)c2ccccc2)c1	169*	23	97*	-27	57*	-28	38	18	118*

Structures shown so far with bromine, in the order listed:
SMILES	TAAR1 agonist	M5 antag	M1 ag	CHRM5 PAM	CHRM5 agonist	CHRM1 PAM	CHRM1 antagonist	CHRM4 antagonist	M4 ag
COc1ccc(NCc2nn(CC(=O)c3ccc(Br)cc3)c3[n+]2CCCCC3)cc1	2	10	-9	-6	-10	-3	3	5	1
Brc1ccc(Oc2nsnc2N2CCOCC2)cc1	16	-1	-3	-2	0	5	3	18	-1

The listing continues.
SMILES	TAAR1 agonist	M5 antag	M1 ag	CHRM5 PAM	CHRM5 agonist	CHRM1 PAM	CHRM1 antagonist	CHRM4 antagonist	M4 ag
Cc1ccc(S(=O)(=O)CC(C)(O)CS(=O)(=O)c2ccc(C)cc2)cc1	0	10	-2	1	4	20	-21	-2	1
Cc1cccc(C)c1NC(=O)CSc1nnc(-c2ccoc2C)n1CCc1ccccc1	3	2	-4	0	-6	-5	14	-1	1
O=C(OCc1ccccc1)N1CCC2CC1c1ccc(-c3cccc(F)c3)cc12 (stereo unspecified)	1	-1	-3	2	5	-1	6	-7	-1
Cc1ccc(CNC(=O)C2CCC(=O)N(Cc3cccc(C(F)(F)F)c3)C2)o1 (stereo unspecified)	9	17	-3	-6	-7	2	-4	3	0
CCC[C@@H](CN1CCC[C@H]1CN1C(N)=NC[C@H]1CC(C)C)N1C[C@@H](Cc2ccccc2)N(CCc2ccc(Cl)c(Cl)c2)C1=N	4	9	-11	-12	-4	-13	4	0	2
OCCCNCc1ccc(-c2ccccc2)cc1	4	13	-5	5	-2	16	-17	8	1
CCCCn1c(N)c(N(CCOC)C(=O)c2c(CC)noc2C)c(=O)[nH]c1=O	22	1	-2	-3	0	4	-9	-16	1
COc1ccc(Cl)cc1C(=O)Nc1cccc(-c2ccc3nncn3n2)c1	6	17	1	-2	-1	14	-16	-1	6
Cc1ccnc(NC(=O)CCc2c[nH]c3ccccc23)c1	0	1	5	-6	-3	11	3	-5	5
CCc1nc(NC(=O)c2sc(C)nc2C)sc1C(=O)OC	0	3	-4	0	1	4	-3	5	0
COc1ccccc1C(=O)O/N=C(/c1ccncc1)c1ccc([N+](=O)[O-])cc1	0	-11	-10	5	-3	10	-12	-2	1
COc1ccc(NC(=O)Nc2nnc(C(C)(C)C)s2)cc1	0	17	-1	-10	3	-2	10	14	2
Cc1ccc(C2=C/C(=C/c3cccnc3)C(=O)O2)c(C)c1	2	-1	-6	1	-2	3	-6	-17	1
COc1ccc(S(=O)(=O)N2CCCCCC2)cc1NC(=O)Cc1cc(OC)c(OC)c(OC)c1	0	-6	-6	2	-1	3	-4	0	3

High-throughput results as filed in PubChem.
